Source: PubChem
MKP-3 inhibition = MKP-3 phosphatase inhibitors, primary screen, biochemical, rat enzyme, in vitro (AID 425). recombinant MKP-3 phosphatase activity, fluorescence; higher % means a stronger effect. inhibition, % at 20 µM; hits with a dose series show IC50 in µM. actives 0.17% (n = 110,000); in the data active = inhibition above about 50%;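 note: plate controls were vehicle for no effect and reference inhibitor for full effect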
Hsp70 inhibitors = small molecules displacing fluorescent ligand from Hsp70 – biochemical, fluorescence polarization, primary screen (AID 583). Hsp70 fluorescence polarization probe displacement, mP; higher % means a stronger effect. displacement, % at 20 µM; hits with a dose series show IC50 in µM. actives 0.06% (n = 140,000); in the data active = displacement above about 50%;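 note: plate controls were vehicle for no effect and reference ligand for full effect; a part of the inactive calls stands beside numbers as strong as those of hits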
Active calls of the source: *; & = joins results of further samples. The list is partial; count on the stated rates, not on these rows.

O=C1CC(N2CCN(C/C=C/c3ccccc3)CC2)C(=O)N1c1cc(Cl)cc(Cl)c1 (stereo not drawn) was read as MKP-3 inhibition 0% and Hsp70 inhibitors -8.0%.
`O=c1[nH]c(=O)n(-c2cccc(C(F)(F)F)c2)c(O)c1C=C1C=CC=N1` gave MKP-3 inhibition 1% and Hsp70 inhibitors -1.3%.
Screening O=C(c1cc(-c2ccco2)nn1-c1cccc(Cl)c1)N1CCCCC1 returned MKP-3 inhibition 4% and Hsp70 inhibitors 8.4%.
For CNC(=O)c1ccc(Oc2ccc(C(=O)NC)cc2)cc1 the results were MKP-3 inhibition -2% and Hsp70 inhibitors -4.5%.
Screening CC(C)CC(=O)N/C(N)=N/c1nc2ccccc2s1 returned Hsp70 inhibitors -0.9%.
Cc1cc2c(C)nc3ccccc3c2o1 was read as Hsp70 inhibitors 0.8%.
Cc1onc(-c2ccccc2)c1C(=O)NCc1ccccc1 was read as MKP-3 inhibition 4% and Hsp70 inhibitors -3.8%.
Screening Cc1cccc(C)c1OCc1nnc(SCC(=O)Nc2nccs2)o1 returned MKP-3 inhibition 4% and Hsp70 inhibitors 5.2%.
CCn1c(SCC(=O)Nc2ccc(N(C)C)cc2)nnc1-c1cccc(C)c1 was read as MKP-3 inhibition -1% and Hsp70 inhibitors -3.0%.
CCn1c(SCC(=O)c2ccccc2)nc2ccccc2c1=O was read as MKP-3 inhibition -1% and Hsp70 inhibitors 2.6%.
Screening CCOC(=O)/C(=C/Nc1ccccc1)[N+](=O)[O-] returned Hsp70 inhibitors 1.9%.
CC(C)(C)OC(=O)NCCc1nnc(SCC(=O)Nc2cccc(Cl)c2)o1 was read as MKP-3 inhibition -10% and Hsp70 inhibitors -5.3%.
Screening CN(C)S(=O)(=O)c1ccc(N2CCCC2)c(C(=O)Nc2ccccc2N2CCOCC2)c1 returned MKP-3 inhibition -4% and Hsp70 inhibitors 13%.
`CC(C)=C1C2C=CC1C1C(=O)N(c3ccccc3[N+](=O)[O-])C(=O)C21` (stereo not drawn) gave MKP-3 inhibition 4% and Hsp70 inhibitors 3.7%.
COCCNC(=O)c1ccccc1[N+](=O)[O-] was read as MKP-3 inhibition -2% and Hsp70 inhibitors 0.1%.
Screening CCN(CCCNC(=O)CCCN1C(=O)COc2ccc(C)cc21)c1cccc(C)c1 returned MKP-3 inhibition -3% and Hsp70 inhibitors -4.2%.
Screening Cc1ccc(NC(=S)c2ccccn2)cc1 returned MKP-3 inhibition -2% and Hsp70 inhibitors 3.2%.
Screening COc1ccc(N2C(=O)/C(=C/c3cc([N+](=O)[O-])cc(OC)c3O)SC2=S)cc1 returned MKP-3 inhibition 15% and Hsp70 inhibitors 47%.
Screening COc1cccc(C2=NN(C(=O)COc3ccccc3)C(O)(C(F)(F)F)C2)c1 (stereo not drawn) returned MKP-3 inhibition 2% and Hsp70 inhibitors 2.7%.
CN(C)CC(=O)Nc1nc(-c2ccccc2)cs1 was read as Hsp70 inhibitors -1.6%.

Reprinted at random: six records from the list, in no set order.
Screening CC(C)CC(=O)N/C(N)=N/c1nc2ccccc2s1 returned Hsp70 inhibitors -0.9%.
Screening CCN(CCCNC(=O)CCCN1C(=O)COc2ccc(C)cc21)c1cccc(C)c1 returned MKP-3 inhibition -3% and Hsp70 inhibitors -4.2%.
Screening CN(C)S(=O)(=O)c1ccc(N2CCCC2)c(C(=O)Nc2ccccc2N2CCOCC2)c1 returned MKP-3 inhibition -4% and Hsp70 inhibitors 13%.
CCn1c(SCC(=O)c2ccccc2)nc2ccccc2c1=O was read as MKP-3 inhibition -1% and Hsp70 inhibitors 2.6%.
Screening Cc1cccc(C)c1OCc1nnc(SCC(=O)Nc2nccs2)o1 returned MKP-3 inhibition 4% and Hsp70 inhibitors 5.2%.
Screening CCOC(=O)/C(=C/Nc1ccccc1)[N+](=O)[O-] returned Hsp70 inhibitors 1.9%.

Continuation:
`CCOC(=O)C1CCc2sc(N)c(C#N)c21` (stereo not drawn) gave MKP-3 inhibition -3% and Hsp70 inhibitors 7.5%.
COC(=O)[C@H](Cc1ccccc1)NC(=O)NCc1ccccc1OC was read as Hsp70 inhibitors -1.1%.
`COc1ccc(N=C(Sc2nc3ccccc3o2)c2ccc([N+](=O)[O-])cc2[N+](=O)[O-])cc1` gave MKP-3 inhibition 3% and Hsp70 inhibitors -1.6%.
COC(OC)C12c3ccccc3C(c3ccccc31)C1C(=O)N(c3cccc(C)c3C)C(=O)C12 (stereo not drawn) was read as MKP-3 inhibition 3% and Hsp70 inhibitors 2.8%.
Cc1c(C(=O)NC2CCCc3ccccc32)oc2ccc(S(=O)(=O)N3CCOCC3)cc12 (stereo not drawn) was read as MKP-3 inhibition -9%.
For COc1ccccc1N1CCN(C(CNS(=O)(=O)c2ccccc2)c2cccnc2)CC1 (stereo not drawn) the results were MKP-3 inhibition -4%.
For Cc1ccc(C(C(=O)NC2CCCCC2)N(Cc2ccco2)C(=O)C2COc3ccccc3O2)o1 (stereo not drawn) the results were Hsp70 inhibitors -2.4%.
`Cn1c(O)c(N=Nc2ccc(Br)cc2)c(=O)[nH]c1=O` gave MKP-3 inhibition 2% and Hsp70 inhibitors 1.1%.
For CC(=O)CC1(C)OC(N)=C(C#N)C1(C#N)C#N (stereo not drawn) the results were MKP-3 inhibition -13% and Hsp70 inhibitors -0.4%.
`COC(=O)CSc1nnc(-c2cccc(NC(=O)c3ccc(C)cc3)c2)n1C` gave MKP-3 inhibition -15% and Hsp70 inhibitors 0.3%.

Overlap with the part before: 2 entries, followed by the next part.
For CC(=O)CC1(C)OC(N)=C(C#N)C1(C#N)C#N (stereo not drawn) the results were MKP-3 inhibition -13% and Hsp70 inhibitors -0.4%.
`COC(=O)CSc1nnc(-c2cccc(NC(=O)c3ccc(C)cc3)c2)n1C` gave MKP-3 inhibition -15% and Hsp70 inhibitors 0.3%.
Screening COC(=O)CC1Oc2ccccc2N(Cc2ccc(C)cc2)C1=O (stereo not drawn) returned MKP-3 inhibition 2% and Hsp70 inhibitors 11%.
For CC1CCCN(c2nc3nonc3nc2N2CCCC(C)C2)C1 (stereo not drawn) the results were Hsp70 inhibitors -1.1%.
`CCC(C)NS(=O)(=O)c1ccc(OCC(=O)NCc2ccco2)cc1` (stereo not drawn) gave MKP-3 inhibition -6% and Hsp70 inhibitors 0.4%.
For COc1cc(/C=C2\SC(=O)N(CC(=O)Nc3ccc(C)cc3)C2=O)cc(Cl)c1OCC(=O)O the results were MKP-3 inhibition 75µM*.
`Cc1cc(C(=O)N=Nc2c(O)n(Cc3ccccc3)c3ccc(Br)cc23)n[nH]1` gave MKP-3 inhibition 13% and Hsp70 inhibitors -1.9%.
Screening O=C(NCCc1ccccc1)NC1CCCCC1 returned MKP-3 inhibition -10% and Hsp70 inhibitors 5.4%.
`Cc1ccc(N(C(=O)COc2ccc(F)cc2)C2C=CS(=O)(=O)C2)cc1` (stereo not drawn) gave MKP-3 inhibition 4% and Hsp70 inhibitors 0.9%.
Screening O=C(c1ccccc1Cl)N1CCNCC1 returned Hsp70 inhibitors 9.8%.
Screening Cc1ccc(-n2c(SCC(=O)NCC3CCCO3)nnc2-c2ccoc2C)cc1 (stereo not drawn) returned MKP-3 inhibition -8% and Hsp70 inhibitors -4.5%.
Screening CNC(=O)c1c[nH]n2c(=O)c(Cc3ccccc3F)c(C)nc12 returned MKP-3 inhibition -5% and Hsp70 inhibitors 5.2%.
For O=C(Nc1cccc(NC(=O)c2ccc(Cl)cc2Cl)c1)c1ccc2ccccc2c1 the results were MKP-3 inhibition 0% and Hsp70 inhibitors 0.2%.
`COCC(=O)Nc1ccc(S(=O)(=O)NCCc2ccccc2)cc1` gave MKP-3 inhibition -6% and Hsp70 inhibitors -0.9%.
Screening Cn1c(=O)c2c(nc(SCC(=O)NCc3ccc4c(c3)OCO4)n2Cc2ccccc2)n(C)c1=O returned MKP-3 inhibition -8% and Hsp70 inhibitors 4.5%.
`COc1ccc(C(=O)CSc2nnc(C3CCCCC3)n2N)c(OC)c1` gave MKP-3 inhibition -3% and Hsp70 inhibitors -3.8%.
CCc1ccc(S(=O)(=O)Nc2ccc([N+](=O)[O-])c3ccccc23)cc1 was read as MKP-3 inhibition 2% and Hsp70 inhibitors 2.2%.
For CCOc1ccc(S(=O)(=O)Nc2ccc(S(=O)(=O)N3CCCCC3)cc2)cc1 the results were Hsp70 inhibitors 0.1%.
Screening Cc1cc2cc(CN(Cc3ccco3)C(=O)C3CCCCC3)c(=O)[nH]c2cc1C returned MKP-3 inhibition -21% and Hsp70 inhibitors -2.3%.
For CCc1c(C)nc(SCC(=O)c2ccc(C)c(C)c2)[nH]c1=O the results were MKP-3 inhibition 3% and Hsp70 inhibitors -3.8%.
For CN1C(=O)NC(=O)/C(=C/c2ccc(-c3ccc(Cl)c(Cl)c3)o2)C1=O the results were MKP-3 inhibition 20% and Hsp70 inhibitors -0.8%.
For CCOC(=O)c1c(C)n(C)c2ccc(OC)c(NC(=O)CCN3CCSCC3)c12 the results were MKP-3 inhibition 6% and Hsp70 inhibitors 0.6%.
Screening COC(=O)C1C2C=CC3(CN(Cc4cccs4)C(=O)C13)O2 (stereo not drawn) returned MKP-3 inhibition -2% and Hsp70 inhibitors -0.3%.
For Nc1nc2nc(SCC(=O)N3CCCc4ccccc43)[nH]c2c(=O)[nH]1 the results were MKP-3 inhibition -2% and Hsp70 inhibitors -4.9%.
`CN(CCc1ccccn1)S(=O)(=O)c1ccc(F)cc1` gave MKP-3 inhibition 12% and Hsp70 inhibitors 3.6%.
For O=C1CC(Nc2ccccc2)C(=O)N1c1ccc(N2CCOCC2)cc1 (stereo not drawn) the results were MKP-3 inhibition -6%&1% and Hsp70 inhibitors 4.2%.
For CCCCN(C(=O)NC(=O)Nc1nc2ccc(OC)cc2s1)S(C)(=O)=O the results were MKP-3 inhibition -4% and Hsp70 inhibitors 2.6%.
For COc1ccc(-c2nnc(-c3cccnc3)o2)cc1 the results were Hsp70 inhibitors 0.3%.
Screening Cc1[nH]c(=O)[nH]c(=O)c1S(=O)(=O)N1CCCC1 returned MKP-3 inhibition 0%.
Cc1cccc(NC(=O)c2ccccc2O)c1C was read as MKP-3 inhibition 5% and Hsp70 inhibitors 2.1%.
`CCN(CC)C(=O)Cn1nc(-c2ccccc2O)nc1SCC(=O)Nc1ccc(OC)cc1` gave MKP-3 inhibition -4% and Hsp70 inhibitors 1.9%.
`NC(=O)CSc1nnc(-c2ccc(S(=O)(=O)N3CCCC3)cc2)n1CC1CCCO1` (stereo not drawn) gave MKP-3 inhibition -22% and Hsp70 inhibitors 2.6%.
O=C(Nc1ccc(S(=O)(=O)N2CCc3ccccc32)cc1)c1cccc([N+](=O)[O-])c1 was read as MKP-3 inhibition 6% and Hsp70 inhibitors -3.6%.
Screening CS(=O)(=O)N(CC(=O)Nc1ccccc1)Cc1ccc(Cl)cc1 returned Hsp70 inhibitors -2.0%.
For COc1cc(NC(=O)c2ccccc2)c(OC)cc1NC(=O)CN1CCOCC1 the results were MKP-3 inhibition 3% and Hsp70 inhibitors 2.2%.
`COCCCn1c(SCC(=O)N2CC(=O)Nc3ccccc32)nnc1-c1ccoc1C` gave MKP-3 inhibition -2% and Hsp70 inhibitors -2.5%.
`O=c1c2c3c(sc2nc2n1CCCC2)CCCCC3` gave Hsp70 inhibitors -3.3%.
`CCC(C)NC(=O)C1CC(c2ccc(OC)cc2)=NO1` (stereo not drawn) gave MKP-3 inhibition 0% and Hsp70 inhibitors 0.9%.
Screening CCOc1ccc(C(C)C)cc1S(=O)(=O)n1nc(C)cc1C returned MKP-3 inhibition -17% and Hsp70 inhibitors 0.6%.
`COc1cccc(C(=O)/C=C/c2ccc(SC)cc2)c1` gave MKP-3 inhibition 9% and Hsp70 inhibitors -2.4%.
Screening CC1(C)CC(=O)C2=C(C1)NC1=C(C(=O)CC(C)(C)C1)C2c1ccccc1OCc1ccccc1 returned MKP-3 inhibition -4% and Hsp70 inhibitors 5.2%.
For CCc1ccc(N(C(=O)c2ccco2)C(C(=O)NC2CCCC2)c2ccco2)cc1 (stereo not drawn) the results were Hsp70 inhibitors -3.2%.
Screening CCc1cc(=O)oc2cc(C)cc(OCc3nn[nH]n3)c12 returned MKP-3 inhibition -12% and Hsp70 inhibitors 1.9%.
For COC(=O)c1cc(OC)c(OC)cc1NC(=O)CSc1nnnn1Cc1ccccc1 the results were MKP-3 inhibition -2% and Hsp70 inhibitors -12%.
Cc1onc(-c2ccccc2Cl)c1C(=O)Nc1nc(-c2ccc([N+](=O)[O-])cc2)cs1 was read as MKP-3 inhibition 5% and Hsp70 inhibitors -8.1%.
Screening O=C(CC1Sc2ccc(C(F)(F)F)cc2NC1=O)Nc1ccc(N2CCCCC2)cc1 (stereo not drawn) returned MKP-3 inhibition 7% and Hsp70 inhibitors -5.0%.
For O=C(O)CCCC(=O)NCc1ccc(C(=O)O)cc1 the results were MKP-3 inhibition 2% and Hsp70 inhibitors -2.2%.
Screening Cc1cc(C)nc(NS(=O)(=O)c2ccc(NC(=S)Nc3ccccc3)cc2)n1 returned MKP-3 inhibition 9% and Hsp70 inhibitors -5.1%.
Screening COc1ccc(C(=O)N/N=C(/C)c2ccc3c4c(cccc24)CC3)cc1 returned MKP-3 inhibition -1% and Hsp70 inhibitors 2.4%.
Screening Cc1cc(N2C(=O)C(O)=C(C(=O)c3ccco3)C2c2ccc(O)cc2)no1 (stereo not drawn) returned Hsp70 inhibitors 0.9%.
`O=C(Nc1ccc2nc(-c3ccccc3)oc2c1)c1ccco1` gave MKP-3 inhibition -3% and Hsp70 inhibitors -0.1%.
`Cc1scc(C(=O)Nn2cnnc2)c1-c1ccccc1` gave MKP-3 inhibition -6% and Hsp70 inhibitors -3.7%.
Cc1ccc(C(=O)C(C)OC(=O)C2=COCCO2)cc1C (stereo not drawn) was read as MKP-3 inhibition 0% and Hsp70 inhibitors -5.0%.
O=C(Nc1ccc2[nH]c3c(c2c1)CCCC3)c1ccco1 was read as MKP-3 inhibition -11% and Hsp70 inhibitors 36%.
`O=C(NCc1ccccn1)c1cccc([N+](=O)[O-])c1` gave MKP-3 inhibition 1% and Hsp70 inhibitors 3.3%.
